Redox H2O2 prof – compounds producing H2O2 with reducing agent – biochemical, NIH compound library profiling, artefact control for MLSCN library redox annotation, primary screen; DTT-dependent redox cycling H2O2, phenol red/HRP absorbance; 100% = 100 µM peroxide control, 0% = buffer; activation, % at 10 µM; 0.03% of 200,000 active; AID 878;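 active = activation of at least 50% relative to the plate's high and low controls in the primary single-dose screen; inactive = activation below 50%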;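 note: compound incubated with DTT at 0.8 mM final as the reducing agent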
Efa HMGR inh – inhibitors of class II HMG-CoA reductase from Enterococcus faecalis | purified E. faecalis HMGR, NADPH absorbance 340 nm kinetic | inhibition, % at 10 µM | 0.41% of 190,000 active | AID 1066;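 active = inhibition above a set limit, the median over all tested compounds plus 3 SD, cut at about 9.5% in these data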;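 note: enzyme runs in reverse so mevalonate oxidation gives rising NADPH absorbance; 0% = complete reaction with DMSO and 100% = background rate lacking mevalonate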
APP 5'UTR act – APP 5'UTR luciferase reporter activation; SH-SY5Y APP 5'UTR luciferase reporter, luminescence; zero percent = DMSO vehicle wells; activation, % at 2 µM; 1% of 190,000 active; AID 1276;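 active = activation above a set limit, based on mean plus 3 SD of controls, cut at about 140% in these data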; note: values of inactives mirror those of a sister screen read the other way
Hsp70 act – switches on Hsp70 transcription | HeLa Hsp70 promoter luciferase reporter, luminescence; scaled: vehicle 0, proteasome-inhibitor control 100% | activation, % at 10 µM | 0.04% of 200,000 active | AID 1203;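 active = activation above the mean across all tested compounds plus 3 SD, cutoff set per campaign, cut at about 5.5% in these data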;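 note: 100% = MG132 at 30 µM as the positive control and 0% = DMSO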
FLuc stim CS – affects firefly luciferase, flagging false hits in luciferase stimulation screens; ATPlite luciferase biochemical, luminescence, 10 min; 0 = ATP-free wells, 1 = DMSO control; P08659; AID 1027; 200,000 tested, under 10 active; activation factor at 10 µM;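 active = luciferase activation factor, scaled between plate controls, of at least 2 with compound at 10 µM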
Target sequence (P08659 whole entry, looked up): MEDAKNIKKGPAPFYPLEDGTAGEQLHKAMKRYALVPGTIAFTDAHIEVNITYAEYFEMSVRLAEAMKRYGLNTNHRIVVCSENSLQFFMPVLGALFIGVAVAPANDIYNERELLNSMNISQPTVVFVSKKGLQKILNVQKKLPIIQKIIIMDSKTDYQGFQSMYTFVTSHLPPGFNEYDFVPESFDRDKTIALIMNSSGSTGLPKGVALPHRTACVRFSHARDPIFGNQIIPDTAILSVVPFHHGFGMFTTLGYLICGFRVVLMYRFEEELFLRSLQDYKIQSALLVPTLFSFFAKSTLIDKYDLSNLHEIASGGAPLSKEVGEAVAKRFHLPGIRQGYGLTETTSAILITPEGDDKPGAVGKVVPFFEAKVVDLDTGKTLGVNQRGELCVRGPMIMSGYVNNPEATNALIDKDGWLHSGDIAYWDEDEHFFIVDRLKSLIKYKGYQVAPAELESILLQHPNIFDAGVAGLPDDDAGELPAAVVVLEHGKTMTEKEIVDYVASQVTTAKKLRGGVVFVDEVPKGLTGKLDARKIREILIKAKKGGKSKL
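assay system = Luciferase/luciferin detection reagent, cell-free biochemical luciferase assay | also added = ATP substrate | times = 10 min post-reagent at room temperature | measured by = luminescence from luciferase reaction | measure = luciferase activation, seen as luminescence increase over controls | benchmarks = low control with PBS replacing ATP, high control enzyme plus ATP without compound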
APP 5UTR inh – APP translation inhibition. SH-SY5Y APP 5'UTR-luciferase reporter, luminescence. inhibition, % at 2 µM. 0.82% of 190,000 active;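 active = inhibition above a set limit, derived from the sample mean plus 3 SD, cut at about 45% in these data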; note: values of inactives mirror those of a sister screen read the other way
STAT1 activator – increases IFN-gamma driven STAT1 reporter signal; NIH 3T3 STAT1-luciferase reporter, luminescence; 100% = IFN-gamma alone, no compound; activation (% of control), % at 5.5 µM; 2.6% of 200,000 active;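 active = activation above the screen-wide mean activation plus 3 SD, cut at about 130% in these data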;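 note: raw ratio to IFN-gamma control signal so 100% means no change and 0% no light; values of inactives mirror those of a sister screen read the other way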
G6PDH CS – counter-screen for G6PDH assay hits: L. mesenteroides G6PDH inhibition | AID 1020 | 0.12% of 200,000 active | inhibition, % at 5 µM | Purified L. mesenteroides G6PDH, diaphorase/resazurin coupled fluorescence, 45 min; in the data active = inhibition above about 50%
FLuc inhib CS – Photinus pyralis luciferase inhibition counter-screen; P08659; ATPLite firefly luciferase biochemical luminescence, 10 min; AID 1006; 1.5% of 200,000 active; inhibition, % at 10 µM;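 active = inhibition above about 50% when tested at 10 µM, limit read from the data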
NF-kB expr up – NF-kB expression increase, human neuronal cells | NF-kB reporter expression; hits give high values | fold change at 12.5 µM | 1.6% of 190,000 active; in the data active = fold change above about 3.3
An asterisk follows results filed as active; / = not tested or not shown.

SMILES	Redox H2O2 prof	Efa HMGR inh	APP 5'UTR act	Hsp70 act	FLuc stim CS	APP 5UTR inh	STAT1 activator	G6PDH CS	FLuc inhib CS	NF-kB expr up
CO/N=C/NC(=O)Cc1cn(-c2ncc(C(F)(F)F)cc2Cl)c2ccccc12	0.2	-3	-6	-0.4	1.1	6	93	16	-6	1.3
CCn1c(C)c(C(C)=O)c(N2CCN(c3cccc(Cl)c3)CC2)nc1=S	0.0	-2	-11	-0.2	1	11	100	15	2	0.89
O=C(Nc1ccon1)c1ccccc1Cl	-0.8	-1	-6	-0.3	1	6	95	2	-3	1.2
NC(=O)c1cccc2c1C(=O)N(C1CCCCC1)C2	-0.8	3	24	-0.1	1.1	-24	98	7	-8	1.1
c1csc(CSc2nnc3sc4ccccc4n23)c1	0.9	-10	43	0.4	0.9	-43	132*	-1	8	2.7
CCCS(=O)(=O)N1CCCC(c2nc(-c3ccc(OC)cc3)no2)C1 (centres undefined)	0.1	-2	9	-0.1	1.1	-9	102	4	-5	0.95
Cc1cc(C)n2nc(SCC(=O)N/N=C/c3cccc(Br)c3)nc2n1	-0.5	-4	7	-0.4	1	-7	98	13	0	0.96
CC(=O)C1=C(O)C(=O)N(c2ccc(O)cc2)C1c1ccc([N+](=O)[O-])cc1 (centres undefined)	0.5	-4	-8	-0.1	1.1	8	98	6	-6	1.1
O=C(O/N=C/c1ccc2c(c1)OCO2)c1ccc([N+](=O)[O-])cc1	-0.2	-3	6	-0.1	1	-6	93	4	-4	1.2
Cc1cccc(OCCC(=O)Nc2ccc(C)c(S(=O)(=O)N3CCCCC3)c2)c1	-0.2	2	18	-0.5	1.2	-18	102	-10	-18	0.95
Cc1cccc(-n2c(O)c(C=NCCCN3CCOCC3)c3ccccc3c2=O)c1	1.5	0	3	-0.4	0.9	-3	98	37	5	0.91
C=CCS(=O)(=O)N1CCC(CCOc2ccccc2)(C(=O)OCC)CC1	-0.6	-8	7	-0.2	1	-7	93	9	-4	0.9
CC(=O)c1ccc(NC(=O)C(C)n2nc(-c3ccccc3)c3cc(Cl)ccc32)cc1 (centres undefined)	2.2	-2	12	0.2	1.1	-12	95	12	-5	0.81
O=C(NC(=S)N1CCCc2ccccc21)c1ccc(Br)cc1	0.2	-6	4	-0.4	1	-4	98	9	1	0.93
Cc1ccc(-c2nnc(N3CCCCC3)c3ccccc23)cc1S(=O)(=O)N1CCN(C)CC1	-0.1	-2	-10	-0.5	1.1	10	89	6	-9	0.86

Reformatted as a markdown table: entries from further up
| molecule | Redox H2O2 prof | Efa HMGR inh | APP 5'UTR act | Hsp70 act | FLuc stim CS | APP 5UTR inh | STAT1 activator | G6PDH CS | FLuc inhib CS | NF-kB expr up |
| --- | --- | --- | --- | --- | --- | --- | --- | --- | --- | --- |
| c1csc(CSc2nnc3sc4ccccc4n23)c1 | 0.9 | -10 | 43 | 0.4 | 0.9 | -43 | 132* | -1 | 8 | 2.7 |
| CCCS(=O)(=O)N1CCCC(c2nc(-c3ccc(OC)cc3)no2)C1 (centres undefined) | 0.1 | -2 | 9 | -0.1 | 1.1 | -9 | 102 | 4 | -5 | 0.95 |
| Cc1cc(C)n2nc(SCC(=O)N/N=C/c3cccc(Br)c3)nc2n1 | -0.5 | -4 | 7 | -0.4 | 1 | -7 | 98 | 13 | 0 | 0.96 |
| CC(=O)C1=C(O)C(=O)N(c2ccc(O)cc2)C1c1ccc([N+](=O)[O-])cc1 (centres undefined) | 0.5 | -4 | -8 | -0.1 | 1.1 | 8 | 98 | 6 | -6 | 1.1 |

(more compounds)
SMILES	Redox H2O2 prof	Efa HMGR inh	APP 5'UTR act	Hsp70 act	FLuc stim CS	APP 5UTR inh	STAT1 activator	G6PDH CS	FLuc inhib CS	NF-kB expr up
C=CCOC(=O)C(=O)/C=C/c1ccc2c(c1)Cc1ccccc1-2	4.6	-2	-23	-0.1	1	23	111	14	-2	1.6
COc1ccc(C2=NN(C(=O)CCC(=O)O)C(c3cccs3)C2)cc1OC (centres undefined)	-0.2	1	6	-0.2	1.1	-6	95	10	-7	1.1
Cn1c(=O)n(C)c2cc(CNc3ccc(N4CCOCC4)c(C(=O)O)c3)ccc21	2.3	-3	-2	-0.2	1.1	2	94	-1	-8	0.92
O=C(CSCC(=O)NC1CCCC1)Nc1ccccc1	0.0	-1	20	-0.5	1	-20	97	6	-1	1.3
O=C(NC(C(=O)O)c1ccccc1)c1ccccc1 (centres undefined)	0.1	-4	11	-0.4	1	-11	101	3	0	1.2
C=CCn1c(SCC(=O)Nc2ccccc2OC)nnc1-c1ccccn1	2.5	1	-9	0.0	1.1	9	101	2	-9	0.93
CCCC(=O)Nc1nc2ccc(NC(=O)c3cccnc3)cc2s1	0.0	-4	-4	0.5	1	4	107	2	-2	0.78
COc1cc(NC(=O)C2=C(N3CCOCC3)/C(=C/c3ccc(Cl)cc3)CC2)cc(OC)c1OC	0.7	3	-7	-0.5	1	7	100	-37	-2	0.43
Cc1ccc(S(=O)(=O)N(CC(=O)Nc2cccc(N(C)S(C)(=O)=O)c2)c2ccc(Cl)c(Cl)c2)cc1	-1.4	-3	-7	-0.2	1.1	7	97	11	-8	0.76
Cn1ncc(Br)c1C(=O)NC12CC3CC(CC(C3)C1)C2	-0.5	-3	18	-0.2	1.1	-18	107	11	-9	1.1
CCN(CC)CCOC(=O)C1(c2ccccc2)CCOCC1	1.3	-2	-5	0.0	1	5	103	5	-4	1.1
CCc1ccc(NC(=O)C(=O)NCCN2CCN(C(=O)c3ccco3)CC2)cc1	0.8	-14	3	-0.2	1	-3	104	6	-3	1.3
Cc1nn(C)c(C)c1S(=O)(=O)N(CC(=O)NCc1cccs1)c1ccc(C(C)C)cc1	-0.4	-5	-15	-0.3	1	15	102	1	-4	0.93
CCCCc1ccc(NC(=S)N2CCCC(CO)C2)cc1 (centres undefined)	-0.6	-2	99	-0.1	1.1	-99	127	3	-5	1.6
O=C(Nc1sc2c(c1C(=O)NCc1cccnc1)CCCC2)c1ccco1	-0.3	0	8	0.0	1	-8	93	-3	4	0.61
CN1CCN(/C=C2\SC(=S)NC2=O)CC1	-0.1	-6	12	0.0	1.1	-12	92	15	-7	0.88
CCN(CC)S(=O)(=O)c1cc(NC(=O)C(C)N2CCN(Cc3ccc4c(c3)OCO4)CC2)ccc1C (centres undefined)	-0.4	-4	-15	-0.1	1	16	99	-6	2	1.1
O=C(CC(Nc1cccc(Cl)c1Cl)C(=O)OCC(=O)c1cccs1)c1ccccc1 (centres undefined)	2.7	2	15	-0.2	1	-15	97	7	0	0.95
COc1ccccc1N1CC(C(=O)Nc2cccc(C(=O)O)c2)CC1=O (centres undefined)	0.5	-2	2	0.4	1	-2	99	34	3	1.2
O=C(NCc1ccc2c(c1)OCO2)c1ccc(C2SCC(=O)N2Cc2ccco2)cc1 (centres undefined)	0.6	-3	0	-0.3	0.9	0	99	16	9	1.1
Cc1oc(-c2cc(Cl)cc(Cl)c2)cc1C(=O)NCCc1ccccc1	2.1	4	7	-0.1	1.1	-7	100	-14	-5	1.1
CCN(CC)S(=O)(=O)c1ccc(OC)c(NC(=S)Nc2cc(C)ccc2C)c1	0.2	-2	8	-0.4	1	-8	98	7	-2	0.93
CCCn1c(SCC(=O)N2CCCc3ccccc32)nc2c1c(=O)n(C)c(=O)n2C	3.1	/	7	-0.3	1	-7	107	5	0	/
Cc1ccc(CC(NC(=O)c2ccccc2)C(=O)NC(CC(C)C)C(=O)O)cc1 (centres undefined)	1.3	-5	2	1.5	1.1	-2	103	8	-5	/
CSc1n[nH]c(-c2sccc2OCc2ccc(C)cc2)n1	-2.2	-4	22	0.3	1	-22	95	4	-4	1.1
CCC1(C)Cc2c(sc3nnn(CC(=O)Nc4ccccc4)c(=O)c23)CO1 (centres undefined)	-7.0	-1	15	-0.1	1	-16	97	5	-3	1.1
CCc1c(C)sc(NC(=O)C2CC2)c1C(=O)OC(C)C	-0.3	-1	13	-0.4	1.1	-13	104	-2	-5	0.93
CCOc1ccc(-n2c(C)nnc2SCC(=O)N(CC)CC)cc1	0.3	3	9	-0.5	1	-9	95	4	-4	1.1
COc1cc(/C=N/NC(=O)c2cc(-c3ccccc3OC(C)C)nc3ccccc23)ccc1O	0.0	1	12	-0.2	1	-12	110	4	-2	2.6
N#Cc1cc(C(=O)c2ccccc2O)cn(-c2ccc(Cl)cc2)c1=O	-0.6	-5	9	0.0	1	-9	86	11	-2	1.2
C/C(=N\NC(=O)CN(c1ccccc1)S(C)(=O)=O)c1ccccc1O	0.1	-3	0	0.8	1	0	102	-10	-4	1.2
O=C1C=C(O)C(n2cncn2)C(c2cc(F)ccc2F)C1 (centres undefined)	-0.6	-2	22	-0.2	1	-22	98	1	-3	1.2
O=C(COC(=O)C1CCC(=O)N1)Nc1cc(Cl)ccc1Cl (centres undefined)	0.4	-9	2	-0.1	1.1	-2	104	-4	-6	1.1
COc1c(Cl)ccc(Cl)c1C(=O)OCC(=O)O	0.4	0	-4	-0.1	1	22	104	9	-2	/
CCCC(=O)Nc1ccc(C(=O)NCC(=O)OCC)cc1	0.2	-7	-4	-0.2	1	4	108	3	3	1.2
CC1CC(C)(C)NC(=S)N1CC(=O)N1CCN(Cc2ccc3c(c2)OCO3)CC1 (centres undefined)	0.6	0	-4	0.0	1.1	4	108	2	-6	0.99
CC(=O)c1sc(NC(=O)c2ccc(C)cc2)nc1C	4.1	0	60	0.1	0.3	-60	161*	1	69*	3.4*
Oc1ccccc1CN1CCC(C(O)(c2ccccc2)c2ccccc2)CC1	-0.3	-3	5	-0.5	1	-5	96	2	-3	0.92
CCOC(=O)c1sc(NC(=O)CSc2nc3c(c(=O)n2-c2ccccc2)SCC3)c(C(=O)OCC)c1C	1.1	-3	-12	-0.2	1.1	12	107	19	-12	1.1
COc1ccc(C2C(=O)N(C3CCCCC3)CC(=O)N2C2CCCC2)cc1 (centres undefined)	2.1	4	4	-0.3	1.1	-4	100	1	-7	0.98
O=C(c1cc(-c2ccccc2)nc2ccccc12)N1CCOCC1	-0.1	1	5	-0.2	1	-5	101	11	4	0.9
CCOC(=O)c1ccccc1C(=O)N1CCOCCOCCOCC1	-0.3	-6	-6	0.1	1	6	97	13	-1	1.2
CCOc1ccc(C(CC(=O)O)NC(=O)c2ccco2)cc1OC (centres undefined)	2.1	-6	6	-0.3	1.1	-6	102	10	-6	1
CCOc1ccccc1NC(=O)Nc1cccc(C(C)=O)c1	-0.2	0	-8	0.4	1	8	96	-3	0	1.3
Cc1onc(-c2ccccc2Cl)c1C(=O)NC(=S)Nc1ccccc1F	-1.6	3	16	-0.2	1	-16	95	11	-3	1
O=C1c2ccccc2C(=O)N1CCCCSc1nnc(-c2ccc(OC(F)F)cc2)o1	0.2	-1	8	-0.1	1	-8	105	1	-2	0.87
CCN(CC(=O)NC1CCS(=O)(=O)C1)S(=O)(=O)c1ccc(C)c(C)c1 (centres undefined)	-0.1	4	-3	-0.3	1	3	93	9	-2	1.1
CCOC(=O)c1c(C)n(CCNC(C)=O)c2ccc(O)cc12	-0.1	-4	13	0.3	1	-13	100	-1	-2	1
CC(=O)N1CCc2ccc(S(=O)(=O)N3CCc4ccccc43)cc21	-0.5	-2	10	0.3	0.9	-10	79	1	7	0.71
O=c1c2ccccc2nc2c3ccccc3c(NCc3ccco3)nn12	-0.2	-2	23	-0.3	1.1	-23	105	-2	-8	0.85
Cc1ccc(Cn2cc(S(=O)(=O)c3ccc(Cl)cc3)c(=O)c3cc(F)ccc32)cc1	0.9	-10	-12	-0.3	1	12	106	13	2	1.1
